# PPC-1+TRAIL kill: compounds killing PPC-1 cancer cells with TRAIL present, primary screen, TRAIL potentiator project, ATPLite luminescence, uHTS | cell killing (% activity), % at 4 µM | AID 1443, 2008 | 220,000 tested, 0.41% active | PPC-1 cells + TRAIL, ATPLite viability luminescence;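 active = cell killing above 50% in the first pass at 4 µM, then a duplicate retest at 5 µM averaging 50% or more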;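 also: plate controls were cells with TRAIL plus DMSO for no effect and medium-only wells lacking cells for full effect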
# Wee1 stabilizer: Wee1 degradation inhibitors, primary screen, cell-based, HeLa, Wee1K328M-luciferase, luminescence; Wee1-like protein kinase (Homo sapiens), P30291; HeLa Luc-Wee1K328M stability; 100% = proteasome inhibitor MG132 effect; reporter increase, % at 5 µM; 220,000 tested, 1.2% active; AID 1321, 2008;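 active = activation above the mean of all tested compounds plus 3 SD, set per screening run, cut at about 8.8% in these data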;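 also: cells exposed to compound for 20 h before luminescence read; 0% = DMSO alone and 100% = MG132 at 30 µM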
# Tb hexokinase: Trypanosoma brucei hexokinase 1 inhibitors, primary screen, biochemical, G6PDH-coupled NADH absorbance, MLSCN library. 220,000 tested, 0.11% active. hexokinase 1 [Trypanosoma brucei]. recombinant TbHK1, G6PDH-coupled NADH A340. inhibition, % at 10 µM;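 active = inhibition of 50% or more in the single-dose primary screen; inactive = inhibition below 50%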
# FXIa inh 1536: human FXIa protease inhibitors, primary screen, biochemical, 1536-well; AID 798, 2007; 220,000 tested, 0.14% active; inhibition, % at 5 µM; purified FXIa, Boc-Glu-Ala-Arg-AMC fluorogenic substrate; Coagulation factor XI (Homo sapiens), P03951;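 active = inhibition of at least 40%; inactive = inhibition below 40%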;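 also: fluorescence of freed AMC excited at 355 nm; 0% = enzyme without compound and 100% = no enzyme blank; many of its hits are not listed in these tables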
# TNF death inh: inhibitors of TNF-alpha triggered necroptosis, primary screen, cell-based, Jurkat FADD-/-, single concentration; Jurkat FADD-/- TNF necroptosis rescue, ATP luminescence, 24 h; 0 = TNF only, 100 = no-TNF cells; activation (protection from cell death), % at 10 µM; 220,000 tested, 0.068% active; AID 463075, 2010;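 active = activation, meaning protection from cell death, of at least 50% relative to plate controls; inactive = activation below 50%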;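 also: necroptosis triggered by 40 ng/mL TNF-alpha added together with compound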
# zVAD death inh: inhibitors of zVAD-triggered necroptosis, primary screen, L929 cells; L929 zVAD necroptosis rescue, ATP luminescence, 24 h; with zVAD 60 µM; viability rescue, % at 10 µM; 220,000 tested, 0.38% active; AID 1377, 2008;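 active = activation, scaled between plate controls, above about 75%, limit read from the data; inactive = activation under that limit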;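 also: 0% = zVAD with DMSO and 100% = DMSO alone without zVAD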
# CHOP inhibitor: inhibitors of CHOP promoter induction, primary screen, cell-based, unfolded protein response, luciferase reporter; CHO-K1 CHOP-promoter luciferase, tunicamycin-induced, 15-18 h; inhibition, % at 10 µM; 220,000 tested, 3.8% active;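 active = compounds that reduced the stress-induced luciferase reporter signal by more than about 70% of percent inhibition, limit read from the data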;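 also: 0% = tunicamycin plus vehicle and 100% = wells without tunicamycin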
# FXIIa inh: human FXIIa protease inhibitors, primary screen, biochemical, 1536-well; inhibition, % at 5 µM; purified FXIIa, Boc-QGR-AMC fluorogenic substrate, 2 h; 220,000 tested, 0.3% active; Coagulation factor XII (Homo sapiens), P00748; in the data active = inhibition above about 40%;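 also: 0% = enzyme with no compound and 100% = blank without enzyme; many of its hits are not listed in these tables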
# Target sequence (P00748 20-372 limits assumed): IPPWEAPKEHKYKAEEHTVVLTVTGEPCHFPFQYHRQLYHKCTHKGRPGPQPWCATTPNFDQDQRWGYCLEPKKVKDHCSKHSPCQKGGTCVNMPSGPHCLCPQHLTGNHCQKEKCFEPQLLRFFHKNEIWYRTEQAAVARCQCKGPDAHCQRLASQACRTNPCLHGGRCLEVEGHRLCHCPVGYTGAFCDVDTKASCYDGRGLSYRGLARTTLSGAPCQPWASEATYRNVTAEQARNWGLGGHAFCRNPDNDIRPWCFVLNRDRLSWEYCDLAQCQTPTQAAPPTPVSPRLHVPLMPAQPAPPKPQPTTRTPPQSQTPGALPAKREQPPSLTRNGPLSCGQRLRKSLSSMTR
# Target sequence (P00748 373-615 limits assumed): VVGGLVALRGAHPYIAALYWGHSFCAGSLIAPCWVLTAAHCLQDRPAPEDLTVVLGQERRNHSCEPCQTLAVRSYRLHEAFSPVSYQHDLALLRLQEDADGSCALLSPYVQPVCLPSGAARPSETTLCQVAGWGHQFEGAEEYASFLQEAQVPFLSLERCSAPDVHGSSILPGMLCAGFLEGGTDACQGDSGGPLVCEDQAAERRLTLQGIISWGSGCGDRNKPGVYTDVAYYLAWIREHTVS
# EP2 antag: human EP2 receptor antagonists, primary screen, TR-FRET cAMP, C6 glioma cells; inhibition, % at 25 µM; 260,000 tested, 0.52% active; C6 glioma cells expressing human EP2; cells stimulated with saturating PGE2;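 active = percent inhibition above 40 after rounding to a whole number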;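 also: rat C6 glioma host cells with rolipram phosphodiesterase inhibitor present; the protocol text gives 20 µM as final concentration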
# Target sequence (P43116 whole entry, looked up): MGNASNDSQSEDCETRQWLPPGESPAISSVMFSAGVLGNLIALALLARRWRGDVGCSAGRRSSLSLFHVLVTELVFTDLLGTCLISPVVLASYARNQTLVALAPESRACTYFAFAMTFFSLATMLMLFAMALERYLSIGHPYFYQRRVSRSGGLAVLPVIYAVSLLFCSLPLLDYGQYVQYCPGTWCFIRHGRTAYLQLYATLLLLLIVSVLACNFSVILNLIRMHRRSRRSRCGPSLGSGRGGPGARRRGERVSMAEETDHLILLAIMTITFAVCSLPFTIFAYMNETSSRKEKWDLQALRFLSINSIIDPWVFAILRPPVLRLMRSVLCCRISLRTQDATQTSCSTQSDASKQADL
# Starred values were filed as active, the others as inactive; / = no result given; & = joins results of further samples. These rows are one share of the data; the hit share may differ from the screen's.
SMILES,PPC-1+TRAIL kill,Wee1 stabilizer,Tb hexokinase,FXIa inh 1536,TNF death inh,zVAD death inh,CHOP inhibitor,FXIIa inh,EP2 antag
C[C@@H](C(=O)Nc1ccc2ccccc2c1)[C@@H]1C[C@@]1(C)[C@@H](NC(=O)c1cccnc1)c1ccccc1,22,-3,-4,4,4.8,1.8,15,20,/
COc1ccccc1S(=O)(=O)CC(O)COc1ccc(C#N)cc1 (stereo not given),4,2,5,-1,0.1,1.4,0,10,12
CCCSC1=C(C#N)C(c2ccccc2C)C(C(=O)OC)C(=O)N1 (stereo not given),-18,-3,2,-4,0.7,-0.3,5,8,6
CNS(=O)(=O)c1ccc(C)c(S(=O)(=O)NC)c1,-1,2,-4,-5,0.2,-0.1,38,0,2
CCOCCCNCC(=O)Nc1ccc(OC(F)(F)F)cc1,-26,-1,4,-8,0.2,0.9,33,17,21
O=C(Nc1ccc(N2CCOCC2)c(Cl)c1)c1c(F)c(F)c(F)c(F)c1F,14,0,-2,15,11,1.4,-1,17,17
O=C(ON=C1CCN(S(=O)(=O)c2ccccc2)CC1)c1ccc(Cl)cc1,-1,0,3,0,-2.3,0.3,43,3,8
O=C(CN1C(=O)CCSc2ccccc21)Nc1cccc(F)c1,-9,4,2,-5,1.4,0.6,-21,1,5
CCCC(c1nnnn1C(C)(C)C)N1CCN(Cc2ccccc2)CC1 (stereo not given),-1,0,-4,-1,1.4,-1.0,13,7,7&11
Cc1ccc(-c2csc(/C(C#N)=C/Nc3ccc4c(c3)OCCO4)n2)cc1,30,0,-3,5,1.7,0.2,21,1,6
CCn1c2ccccc2c2cc(/C=N/NC(=O)c3cccc(C)c3)ccc21,5,-2,-19,-2,0.1,2.0,9,6,3
O=C(OCC(=O)c1ccc(Cl)cc1Cl)c1ccc2c(c1)C(=O)N(c1cccc3ncccc13)C2=O,1,7,-8,20,-3.3,0.1,-1,38,7
CCN(CC(=O)Nc1cccc(OC)c1)C(=O)C1CCN(C(=O)Nc2ccccc2)CC1,21,0,-1,-4,-2.3,-0.1,-8,1,8
Cc1nc(SCC(=O)Nc2cc(C)on2)c2c(C)c(C)sc2n1,-13,-2,14,5,2.4,-0.6,70,24,38
CCOC(=O)c1nnc(-c2ccccc2)nc1N1CC(C)OC(C)C1 (stereo not given),19,-2,-5,3,-1.0,0.3,-15,6,2
O=C(Nc1nnc(-c2ccccc2Cl)o1)c1nc2ccccc2s1,0,3,-16,-8,0.0,0.6,99*,0,91*
CC(C)N1CCN(Cc2ccc(Oc3ncccn3)cc2)CC1CCO (stereo not given),-11,-3,1,0,0.4,6.0,-6,10,3
O=C(Cc1c[nH]c2ccccc12)Nc1nccs1,0,-2,-2,-3,-1.2,0.0,12,11,8
O=C(NC(C(=O)N/N=C/c1cccnc1)c1n[nH]c(=O)c2ccccc12)c1ccccc1 (stereo not given),10,-2,-3,-2,0.4,0.0,-9,-2,2
COc1ccc(CC(=O)N/N=C(\C)CC(=O)NCc2ccco2)cc1OC,7,1,-7,3,2.5,0.7,-11,8,9
COC(=O)c1ccc(COn2nnc3ccccc32)cc1,17,3,-4,2,6.6,0.0,-22,5,6
O=C(COC(=O)[C@H](Cc1ccccc1)NC(=O)c1cccs1)NC1CCCCC1,16,0,-1,-3,1.0,0.6,12,1,1
O=[N+]([O-])c1ccc(N2CCN(C(=S)Nc3ccc(F)cc3)CC2)cc1,17,1,-6,-1,2.6,0.5,32,3,2
COc1ccc(CN(C(=O)CO/N=C/c2ccccc2)c2ccccc2C(=O)O)cc1,6,-3,12,5,0.7,0.5,16,8,3
CCOC(=O)c1ccc2c(c1)nc(SCC(=O)N1CCOCC1)n2CC,4,0,0,-5,-0.4,0.2,18,4,4
SMILES,PPC-1+TRAIL kill,Wee1 stabilizer,Tb hexokinase,FXIa inh 1536,TNF death inh,zVAD death inh,CHOP inhibitor,FXIIa inh,EP2 antag
CCOc1ccc(CC2CCC(=O)NC2=O)cc1 (stereo not given),15,2,-4,6,0.0,-0.3,16,7,5
Cc1ccccc1NC(=O)Oc1cccc(OC(=O)c2ccccc2)c1,-16,2,-5,4,0.2,-0.3,-1,5,3
Cc1cc(=O)[nH]c(SCCOc2ccc3c(c2)CCC3)n1,17,-1,2,4,-0.8,-0.7,-22,10,1
COc1ccc(CC(=O)n2[nH]c(=O)cc(C)c2=O)cc1OC,11,-1,6,5,-2.1,0.2,-10,8,7
O=C(N/N=C/c1ccc(F)cc1)c1ccc(OCc2ccccc2)cc1,16,-3,-19,3,-1.6,0.4,-7,2,13
Nc1c(C(=O)c2ccccc2)oc2ccccc12,-11,5,-16,17,-0.3,0.0,39,18,12
CCOC(=O)c1ccc(NS(=O)(=O)N2CCCCCC2)cc1,10,-2,8,-8,3.1,1.5,13,6,7
CCN(C(C)=O)c1cccc2ccccc12,-14,2,3,-3,0.1,0.1,13,-1,7
C(=N\Nc1nn[nH]n1)/c1ccccc1,-5,-1,-16,-10,0.3,0.3,-18,-6,1
O=C(N/N=C/c1ccccn1)c1cccc(S(=O)(=O)N2CCCC2)c1,8,-2,2,1,0.4,0.0,15,11,4
O=C(COc1cccnc1[N+](=O)[O-])c1ccc(Cl)s1,16,0,4,0,-19,0.0,8,3,4
CC(C)(C)c1cc(C(=O)NCc2cc(F)cc3c2OCOC3)n(Cc2ccccc2)n1,1,4,1,0,-5.7,1.2,9,4,13
CCOc1ccc(C(=O)Nc2cc(NC(=O)c3ccc(OCC)c(Cl)c3)cc(C(=O)O)c2)cc1Cl,4,0,9,-4,0.4,0.4,8,4,4
O=C(NCC(c1cccs1)N1CCOCC1)c1cccc([N+](=O)[O-])c1 (stereo not given),-8,1,4,5,-4.7,0.7,-3,14,9
CC(=O)O[C@H]1CC[C@H]2[C@@H]3CCc4cc(O)ccc4[C@H]3CC[C@]12C,15,-2,0,7,2.2,5.4,76*,13,17
CCCC1=C(C(=O)OCC)C(c2ccco2)n2ncnc2N1 (stereo not given),-12,-3,-10,2,7.1,1.5,9,2,10
Cc1csc(Nc2ccccc2)n1,6,1,3,-3,5.1,0.0,-19,3,8
O=C1CC(NCc2ccccc2F)C(=O)N1c1ccccc1 (stereo not given),4,0,-3,7,-1.7,-0.5,-8,7,7
O=C(NCc1ccccc1Cl)C(=O)NCC1OCCN1S(=O)(=O)c1cccs1 (stereo not given),-3,-3,-3,-3,2.2,3.9,16,9,8
O=c1ccnc(Nc2ccc3c(c2)OCCO3)[nH]1,24,-1,-18,0,-1.1,-0.2,18,10,5
CCOC(=O)C1=C(C)NC(=S)NC1c1ccc(-c2cccc(Cl)c2C)o1 (stereo not given),-22,-2,5,6,-11,0.5,75*,-6,19
CCOC(=O)C1CCc2sc(N)c(C#N)c21 (stereo not given),4,5,1,-4,0.3,0.8,18,-5,4
CC(C)(C)N(CC#CCC1(O)c2ccccc2-c2ccccc21)CCO,5,2,0,-3,1.2,0.6,1,4,12
COc1ccccc1NC(=O)c1cc([N+](=O)[O-])ccc1NCCN1C(=O)CCC1=O,-2,1,-9,-2,-0.9,-1.4,-7,11,4
CCCCc1c(O)nc(SCC(=O)Nc2ccc3c(c2)CCC3)[nH]c1=O,4,-4,3,-6,1.2,4.3,-3,-8,4
SMILES,PPC-1+TRAIL kill,Wee1 stabilizer,Tb hexokinase,FXIa inh 1536,TNF death inh,zVAD death inh,CHOP inhibitor,FXIIa inh,EP2 antag
COc1cccc(CNC(=O)c2cc3ccccn3n2)c1,16,0,-4,20,-0.5,0.8,-20,26,9
CC(=O)c1c(C(C)=O)c(C)n(NC(=O)c2ccccc2Cl)c1C,3,9.2*,-4,-3,-0.4,-0.2,12,8,13
CCOc1ccc(-n2cc(C(=O)c3cc(Cl)ccc3O)cc(C#N)c2=O)cc1,30,-1,-10,-5,0.1,0.8,12,0,9
Cc1ccc2nc(NC(=O)c3ccc(N4C(=O)CCC4=O)cc3)sc2c1,14,-1,-4,1,2.0,1.0,38,1,12
COC(=O)CN(c1cccc(C(C)=O)c1)S(C)(=O)=O,-28,1,2,0,0.8,1.1,11,11,16
COC1CC(C)NC(=S)N1 (stereo not given),-10,3,-5,-1,1.0,0.5,-9,9,7
COC(=O)/C=C1\SC(=Nc2ccc(OC)cc2)NC1=O,14,-1,-5,0,-0.9,1.4,-17,11,3
CCC1SC2=NC(C)=C(C(=O)OCCOC)C(/C=C/c3ccccc3OC)N2C1=O (stereo not given),40,-4,-17,-14,1.1,0.0,9,-13,10
COc1ccc(Cl)c(Cn2c(NCc3ccccn3)nc3c2c(=O)n(C)c(=O)n3C)c1,-26,-1,0,-9,-1.3,0.6,5,3,12
COc1ccccc1NS(=O)(=O)c1cccc2cccnc12,9,-2,3,5,1.5,2.2,10,11,18
Cc1cccc(N=C2NC(=O)/C(=C\c3cccs3)S2)c1,29,-3,8,6,-0.5,0.7,-6,7,5
COc1ccc(CCc2nnc(CCC(=O)N(C)Cc3ccncc3C)o2)cc1,15,1,-3,-5,-1.1,0.7,0,7,4
Cc1cc(N2C(=O)C(O)=C(C(=O)c3ccco3)C2c2ccc(O)cc2)no1 (stereo not given),14,-1,-8,8,-3.3,-0.1,11,21,/
CC(NCCC(Cc1ccccc1)c1ccco1)c1ccccc1 (stereo not given),8,1,6,-2,2.2,0.1,60,9,7
COc1cc(C(=O)O)ccc1OCc1c(C)noc1C,8,3,-8,-6,-0.3,-0.1,24,6,4
COc1ccc(C(=O)c2ccc(N3CCN(C(=O)c4ccc(F)cc4)CC3)c(F)c2)cc1Br,-10,0,-17,1,-5.9,-0.2,58,11,16
CCN(CC)S(=O)(=O)c1ccc(C(=O)Nc2ccc3c(c2)OCCO3)cc1,2,-2,-2,-3,0.5,14,-38,-6,2
Cc1ccc(C(=O)COC(=O)c2ccccc2N2C(=O)C3C4CCC(C4)C3C2=O)cc1C (stereo not given),16,0,0,-2,-1.7,0.4,7,8,12
Cc1cccc(C)c1OCCNC(=O)CCC(=O)c1ccccc1,5,0,1,5,-1.2,0.6,1,14,7
CCc1cc(=O)oc2cc(OCC(=O)N(CC)CC)c(Cl)cc12,7,3,-30,7,-0.3,2.0,2,17,17
Cc1ccc(NC(=O)c2cc([N+](=O)[O-])ccc2N2CCOCC2)cc1S(=O)(=O)N(C)C,26,-2,-26,2,-1.3,0.2,5,11,6
Cc1ccc2c(Cl)c(C(=O)NCCCn3ccnc3)sc2c1,36,18*,11,1,-3.1,0.3,14,16,7
COc1ccc(C(=O)C2CCCN(Cc3cnc(N4CCOCC4)s3)C2)c(OC)c1 (stereo not given),17,-2,-17,-3,0.4,0.1,16,2,4

# Profiles from above.
# Listed for Cc1cc(N2C(=O)C(O)=C(C(=O)c3ccco3)C2c2ccc(O)cc2)no1 (stereo not given) → PPC-1+TRAIL kill: 14; Wee1 stabilizer: -1; Tb hexokinase: -8; FXIa inh 1536: 8; TNF death inh: -3.3; zVAD death inh: -0.1; CHOP inhibitor: 11; FXIIa inh: 21; EP2 antag: /
# Listed for CC(=O)O[C@H]1CC[C@H]2[C@@H]3CCc4cc(O)ccc4[C@H]3CC[C@]12C → PPC-1+TRAIL kill: 15; Wee1 stabilizer: -2; Tb hexokinase: 0; FXIa inh 1536: 7; TNF death inh: 2.2; zVAD death inh: 5.4; CHOP inhibitor: 76*; FXIIa inh: 13; EP2 antag: 17
